OXTR ag – activates the human oxytocin receptor. CHO-OTR cells, Fluo-8 calcium fluorescence; normalized: DMSO 0%, oxytocin 100%. activation, % at 3 µM. hit rate 0.32% among 320,000. AID 2435;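 active means activation above the mean of all tested compounds plus 3 SD, cutoff set per screening run, cut at about 20% in these data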;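 further: peak over basal fluorescence ratio from a 100 s FLIPR kinetic read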
Target sequence (P30559 whole entry, looked up): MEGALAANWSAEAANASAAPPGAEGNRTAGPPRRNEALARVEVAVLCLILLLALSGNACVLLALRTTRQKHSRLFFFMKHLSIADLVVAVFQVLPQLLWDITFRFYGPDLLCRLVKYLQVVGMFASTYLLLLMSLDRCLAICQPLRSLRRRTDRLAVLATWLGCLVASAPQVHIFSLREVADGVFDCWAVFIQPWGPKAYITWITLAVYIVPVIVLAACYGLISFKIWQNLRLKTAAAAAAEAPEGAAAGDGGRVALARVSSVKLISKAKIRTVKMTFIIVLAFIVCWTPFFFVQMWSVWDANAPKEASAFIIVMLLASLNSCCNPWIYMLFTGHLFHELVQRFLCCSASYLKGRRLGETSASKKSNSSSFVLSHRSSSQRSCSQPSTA
GPR7 antag – human neuropeptides B/W receptor 1 antagonism | inhibition, % at 4.4 µM | AID 1861 | hit rate 1.1% among 290,000 | GPR7-expressing cells, fluorescence antagonist assay | P48145; in the data active means inhibition above about 16%, passing the limit was not always enough;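 further: cells stimulated with the agonist NPW; 0% = agonist with vehicle and 100% = vehicle without agonist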
CHO parental Ca – counter-screen: ATP calcium response change in parental CHO cells. parental CHO-K1, ATP-induced calcium, Fluo-8 fluorescence. inhibition, % at 5.6 µM. hit rate 0.63% among 330,000. AID 463079;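 active means inhibition above that plate's mean sample inhibition plus 3 SD, cut at about 26% in these data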;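 further: 0% = ATP-challenged DMSO wells and 100% = DMSO wells without ATP; some compounds past the cut are filed as inactive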
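Material: Parental CHO cells | Reagent: ATP | Compound dosing: Single nominal dose of 5.6 µM per compound | Detection: Intracellular calcium via Fluo-8 no-wash fluorescent dye | Read-out: % inhibition of ATP-induced calcium mobilization | Benchmarks: Low control ATP plus DMSO, high control DMSO only | Replicates: Singlicate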
CHO-K1 Ca antag – M1 antagonist counterscreen hit in parental CHO-K1 cells; ATP-induced calcium, Fluo-8 fluorescence; inhibition, % at 3 µM; hit rate 0.6% among 360,000; AID 602250;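 active means inhibition above a per-plate cutoff, the plate's mean sample inhibition plus 3 SD, cut at about 24% in these data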;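 further: 0% = DMSO plus EC80 ATP and 100% = DMSO alone without ATP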
OXTR potentiate – human OXTR potentiation; P30559; AID 2445; activation, % at 3 µM; CHO-OTR cells, Fluo-8 calcium fluorescence, potentiator mode; 0% = oxytocin EC15, 100% = EC100; hit rate 0.061% among 320,000;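 active means activation above that plate's cutoff, the mean activation of tested compounds plus 3 SD, cut at about 6.6% in these data, passing the limit was not always enough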;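 further: 100% uses oxytocin at 75 nM as the full agonist control; some results filed as inactive read as strong as hits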
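System: human OTR in CHO cells; Also added: sub-maximal oxytocin, roughly EC15; Timing: compound 6 min at room temperature before oxytocin, 100 s read; Technique: Fluo-8 intracellular calcium fluorescence, ex 470-495, em 515-575 nm; Controls: oxytocin EC15 low and EC100 high; Replication: singlicate.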
M1 ag parental – counter-screen for M1 agonists: effect in parental CHO-K1 cells. hit rate 0.48% among 360,000. AID 602248. activation, % at 3 µM. Fluo-8 calcium fluorescence; scaled to maximal ATP response, vehicle zero; in the data active means activation above about 15%;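 further: untransfected CHO-K1 host cells lacking M1 receptor as counterscreen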
V1R ag counter – activates human V1a receptor in oxytocin agonist counter-screen; P37288; CHO-V1R cells, Fluo-8 calcium fluorescence, agonist mode; 0% DMSO, 100% 3 nM vasopressin; activation, % at 3 µM; hit rate 0.25% among 320,000; AID 2797;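 active means activation above the mean activation of all tested compounds plus 3 SD, per screening run, cut at about 20% in these data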;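 further: signal is peak over basal fluorescence ratio across a 100 second FLIPR read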
Target sequence (P37288 whole entry, looked up): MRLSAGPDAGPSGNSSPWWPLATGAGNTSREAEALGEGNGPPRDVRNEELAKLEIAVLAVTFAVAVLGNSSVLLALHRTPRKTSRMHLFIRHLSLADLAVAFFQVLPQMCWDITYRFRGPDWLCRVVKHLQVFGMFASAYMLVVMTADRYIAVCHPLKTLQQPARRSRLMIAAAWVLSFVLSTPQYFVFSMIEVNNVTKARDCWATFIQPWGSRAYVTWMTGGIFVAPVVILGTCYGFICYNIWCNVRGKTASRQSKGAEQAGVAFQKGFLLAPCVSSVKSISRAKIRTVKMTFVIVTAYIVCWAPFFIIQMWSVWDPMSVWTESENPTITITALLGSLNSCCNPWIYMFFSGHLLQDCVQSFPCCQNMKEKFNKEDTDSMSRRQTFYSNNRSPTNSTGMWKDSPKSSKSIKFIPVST
CHO-K1 Ca PAM – nonselective activator or artifact in parental CHO-K1 calcium assay. AID 602247. activation, % at 3 µM. ATP EC20, Fluo-8 calcium fluorescence; 0% at ATP EC20, 100% at ATP max. hit rate 0.02% among 360,000;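 active means activation above the run cutoff, the mean activation of all test compounds plus 3 SD, cut at about 40% in these data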;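 further: peak over basal fluorescence ratio in a 140 s read after ATP addition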
TAAR1 antagonist – human TAAR1 antagonism; inhibition, % at 3 µM; CHO RD-HGA16 TAAR1, Fluo-8 calcium fluorescence, antagonist; Q96RJ0; hit rate 1.5% among 360,000; AID 624466;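 active means inhibition above a per-plate cutoff, the mean inhibition of test compounds on that plate plus 3 SD, cut at about 49% in these data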;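 further: 0% = DMSO plus EC80 beta-PEA response and 100% = DMSO alone without agonist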
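System: RD-HGA16 CHO cells with stable hTAAR1 and Gα16 | Probe or stimulus: EC80 β-phenethylamine stimulus | Dosing: 3 µM, single point | Times: Dye loading 75 min at 37 °C, then 30 min room temperature | Measured by: Fluo-8 calcium-sensitive fluorescence | Read-out basis: % inhibition of agonist calcium response | Replicates: n of 1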
The depositor's hits bear a star. This is a random part of the collection; any-hit rate near 3.5%.

Screening CC(=O)Nc1ccc(S(=O)(=O)N2CCCC2C(=O)O)cc1 (stereo unspecified) returned OXTR ag -0.5, GPR7 antag -9, CHO parental Ca 0, CHO-K1 Ca antag -14, OXTR potentiate -5, M1 ag parental 0.2, V1R ag counter 1.3, CHO-K1 Ca PAM 10 and TAAR1 antagonist -16.
Screening CC(=O)NC(C)c1cc(F)c2cccnc2c1O (stereo unspecified) returned OXTR ag 0.6, CHO parental Ca -5, CHO-K1 Ca antag -12, OXTR potentiate -3, M1 ag parental 0.8, V1R ag counter 0.4, CHO-K1 Ca PAM 17 and TAAR1 antagonist 5.
Screening NC(=O)c1c(NC(=O)c2ccccc2)sc2c1CCCC2 returned OXTR ag -1.1, GPR7 antag -16, CHO parental Ca -11, CHO-K1 Ca antag -4, OXTR potentiate 9, M1 ag parental 0.3, V1R ag counter 0.0, CHO-K1 Ca PAM -9 and TAAR1 antagonist -4.
Screening C#CCOCCOCCOCCNc1nc(N2CCN(C(=O)Cn3cc(CC(C)O)nn3)CC2)nc(N2CCN(C(=O)[C@H](CCCCN)n3cc(CCCC)nn3)CC2)n1 (stereo partly specified) returned CHO-K1 Ca antag -8, M1 ag parental -0.1, CHO-K1 Ca PAM -10 and TAAR1 antagonist -11.
CC1CCCCN1CC(=O)Nc1sccc1C#N (stereo unspecified) was read as OXTR ag 0.7, GPR7 antag -1, CHO parental Ca -13, CHO-K1 Ca antag 1, OXTR potentiate -7, M1 ag parental -0.1, V1R ag counter -0.6, CHO-K1 Ca PAM -2 and TAAR1 antagonist 12.
`COc1cccc(-c2nc3ccccc3s2)c1O` gave OXTR ag -0.6, GPR7 antag -1, CHO parental Ca 3, CHO-K1 Ca antag 1, OXTR potentiate -6, M1 ag parental 15*, V1R ag counter 0.6, CHO-K1 Ca PAM 18 and TAAR1 antagonist -13.
Screening CCCn1c(SCC(=O)c2ccc3c(c2)OCCO3)n[nH]c1=O returned OXTR ag 1.1, GPR7 antag 1, CHO parental Ca -2, CHO-K1 Ca antag 1, OXTR potentiate -5, M1 ag parental 13, V1R ag counter 0.7, CHO-K1 Ca PAM 5 and TAAR1 antagonist 5.
Screening CCC1NC(=O)c2cccnc2-n2c1nc1cc(OC)c(OC)cc1c2=O (stereo unspecified) returned CHO-K1 Ca antag -8, M1 ag parental 0.2, CHO-K1 Ca PAM 13 and TAAR1 antagonist -9.
Screening COc1ccc(OC)c(NCCN2C(=O)c3ccccc3C2=O)c1 returned CHO-K1 Ca antag -12, M1 ag parental 2.7, CHO-K1 Ca PAM 15 and TAAR1 antagonist -4.
`O=[N+]([O-])c1cccc2ccc(/C=C/c3ccc(C(F)(F)F)cc3)nc12` gave OXTR ag -0.2, GPR7 antag -14, CHO parental Ca -20, CHO-K1 Ca antag -10, OXTR potentiate -6, M1 ag parental 1.2, V1R ag counter 0.5, CHO-K1 Ca PAM 22 and TAAR1 antagonist -9.
For Cc1cc(NC(=O)/C=C/c2ccccc2Cl)no1 the results were OXTR ag -0.3, GPR7 antag -4, CHO parental Ca 8, CHO-K1 Ca antag 1, OXTR potentiate -3, M1 ag parental -0.1, V1R ag counter 1.1, CHO-K1 Ca PAM 8 and TAAR1 antagonist -11.
`COc1ccc(/C=C(\NC(=O)c2ccccc2)C(=O)NCc2ccco2)cc1` gave OXTR ag 1.1, GPR7 antag -2, CHO parental Ca -7, CHO-K1 Ca antag -16, OXTR potentiate -5, M1 ag parental 2.2, V1R ag counter 0.2, CHO-K1 Ca PAM 15 and TAAR1 antagonist -1.
`Cc1cc(C(=O)N/N=C/c2ccc(OC(=O)c3ccccc3Br)cc2)n[nH]1` gave OXTR ag 2.1, GPR7 antag -5, CHO parental Ca -2, CHO-K1 Ca antag 0, OXTR potentiate 3, M1 ag parental 6.8, V1R ag counter 4.4, CHO-K1 Ca PAM 12 and TAAR1 antagonist 54*.
`CC1(C)N=C(c2cccc(F)c2)C(=O)N1` gave OXTR ag -0.1, GPR7 antag -2, CHO parental Ca -14, CHO-K1 Ca antag 8, OXTR potentiate -10, M1 ag parental -0.2, V1R ag counter 0.3 and CHO-K1 Ca PAM -7.
Screening O=C(COC(=O)c1cc(S(=O)(=O)N2CCOCC2)ccc1O)Nc1ccc2c(c1)OCO2 returned OXTR ag 1.1, CHO parental Ca -11, CHO-K1 Ca antag -10, OXTR potentiate -5, M1 ag parental 1.3, V1R ag counter -0.2, CHO-K1 Ca PAM 12 and TAAR1 antagonist 0.
O=C(Cn1[nH]c(=O)c2ccccc2c1=O)OCC(=O)N(Cc1ccccc1)Cc1ccccc1 was read as OXTR ag -1.1, GPR7 antag -2, CHO parental Ca -25, CHO-K1 Ca antag 0, OXTR potentiate -13, M1 ag parental 3.8, V1R ag counter 1.8, CHO-K1 Ca PAM -2 and TAAR1 antagonist 36.
For CNC(=O)N1c2ccccc2CCc2ccccc21 the results were OXTR ag 0.1, GPR7 antag -4, CHO parental Ca 0, CHO-K1 Ca antag -7, OXTR potentiate -9, M1 ag parental -0.2, V1R ag counter -1.1, CHO-K1 Ca PAM 10 and TAAR1 antagonist -11.
Cc1nn(Cc2ccccc2Cl)c(C)c1C(=O)Nc1nnc(C2CC2)s1 was read as OXTR ag 3.0, GPR7 antag -4, CHO parental Ca -10, CHO-K1 Ca antag -14, OXTR potentiate -8, M1 ag parental 3.1, V1R ag counter 2.6, CHO-K1 Ca PAM 14 and TAAR1 antagonist 6.
Screening S=c1[nH]nc(C2CCCCC2)n1/N=C/c1ccco1 returned OXTR ag -1.5, GPR7 antag 7, CHO parental Ca 0, CHO-K1 Ca antag -8, OXTR potentiate -8, M1 ag parental 0.3, V1R ag counter 0.0, CHO-K1 Ca PAM 22 and TAAR1 antagonist -12.
Cc1cc(NC(=O)c2cnn3c(C(F)(F)F)cc(-c4ccccc4)nc23)no1 was read as OXTR ag -1.1, GPR7 antag -1, CHO parental Ca -20, CHO-K1 Ca antag -5, OXTR potentiate -8, M1 ag parental 1.0, V1R ag counter -1.4, CHO-K1 Ca PAM -12 and TAAR1 antagonist 42.
`O=C(NCc1ccco1)c1ccc(CS(=O)Cc2ccc(Cl)cc2)o1` (stereo unspecified) gave OXTR ag -0.1, GPR7 antag -6, CHO parental Ca -13, CHO-K1 Ca antag -17, OXTR potentiate -1, M1 ag parental 2.4, V1R ag counter 0.1, CHO-K1 Ca PAM 10 and TAAR1 antagonist -12.
Cc1ccc(CN2CCN(Cc3cnn(-c4ccc(Cl)cc4)c3)CC2CCO)o1 (stereo unspecified) was read as OXTR ag 1.3, GPR7 antag 0, CHO parental Ca -24, CHO-K1 Ca antag -4, OXTR potentiate -1, M1 ag parental 0.9, V1R ag counter 0.6, CHO-K1 Ca PAM -6 and TAAR1 antagonist 5.
For CN(Cc1ccccc1)C(=O)c1ccc(NC(=O)Cc2cccc(NC(=O)C3CCN(C(=O)C4CCCC4)CC3)c2)cc1 the results were OXTR ag 0.3, CHO parental Ca -13, CHO-K1 Ca antag 3, OXTR potentiate -3, M1 ag parental -0.3, V1R ag counter 1.6, CHO-K1 Ca PAM -15 and TAAR1 antagonist 6.
For CC(=O)c1cc(C#N)c(NCc2ccccc2)nc1C the results were OXTR ag -2.6, GPR7 antag -19, CHO parental Ca 6, CHO-K1 Ca antag -6, OXTR potentiate 1, M1 ag parental 1.1, V1R ag counter -0.4, CHO-K1 Ca PAM 13 and TAAR1 antagonist 1.
For O=c1c([N+](=O)[O-])cccn1Cc1cccc(Br)c1 the results were GPR7 antag 3, CHO-K1 Ca antag -15, M1 ag parental 1.4, CHO-K1 Ca PAM 9 and TAAR1 antagonist 8.
For CC1=C(C(=O)OC(C)C)C(c2ccncc2)n2ncnc2N1 (stereo unspecified) the results were OXTR ag -0.2, GPR7 antag 6, CHO parental Ca -10, CHO-K1 Ca antag 14, OXTR potentiate -7, M1 ag parental 5.7, V1R ag counter -0.1, CHO-K1 Ca PAM 13 and TAAR1 antagonist 8.
Cc1ncc([N+](=O)[O-])n1S(=O)(=O)c1cc(Cl)ccc1Cl was read as OXTR ag -0.3, GPR7 antag -15, CHO parental Ca 4, CHO-K1 Ca antag -8, OXTR potentiate -9, M1 ag parental 1.6, V1R ag counter -0.5, CHO-K1 Ca PAM 19 and TAAR1 antagonist -21.
For Cc1ccc(OCCSc2nc3ccccc3n2CCC(=O)O)cc1 the results were OXTR ag 0.4, GPR7 antag -5, CHO parental Ca -10, CHO-K1 Ca antag 2, OXTR potentiate -3, M1 ag parental 0.6, V1R ag counter 1.8, CHO-K1 Ca PAM -8 and TAAR1 antagonist 3.
`Cn1ccc2cc(-c3ccc4ncnc(NCc5cccs5)c4c3)ccc21` gave OXTR ag -2.2, CHO parental Ca -16, CHO-K1 Ca antag -15, OXTR potentiate -4, M1 ag parental -0.3, V1R ag counter -0.5, CHO-K1 Ca PAM 6 and TAAR1 antagonist 17.
For COc1ccccc1/C=N/NC(=O)c1ccc(Br)cc1 the results were OXTR ag -0.6, GPR7 antag -6, CHO parental Ca -6, CHO-K1 Ca antag -7, OXTR potentiate 2, M1 ag parental 0.7, V1R ag counter -0.4, CHO-K1 Ca PAM 17 and TAAR1 antagonist 10.
Screening CCN(CC(=O)Nc1c(F)cccc1F)C(=O)c1cc(C)nc2ccccc12 returned OXTR ag -0.4, CHO parental Ca -13, CHO-K1 Ca antag 7, OXTR potentiate -2, M1 ag parental 0.7, V1R ag counter -0.7, CHO-K1 Ca PAM -3 and TAAR1 antagonist -1.
For Cc1ccc(NC(=O)COC(=O)c2c(-c3ccccc3)noc2C)cc1 the results were OXTR ag -1.4, CHO parental Ca -7, CHO-K1 Ca antag -7, OXTR potentiate -2, M1 ag parental 0.0, V1R ag counter -0.5, CHO-K1 Ca PAM -11 and TAAR1 antagonist 9.
CC(C)(C)C(=O)Nc1ccc(-c2cn3cccnc3n2)cc1 was read as OXTR ag -0.4, GPR7 antag -5, CHO parental Ca 4, CHO-K1 Ca antag -6, OXTR potentiate -4, M1 ag parental 0.8, V1R ag counter 0.8, CHO-K1 Ca PAM -6 and TAAR1 antagonist -3.
For O=[N+]([O-])c1cc(C(F)(F)F)ccc1Cl the results were OXTR ag 0.4, CHO parental Ca -3, CHO-K1 Ca antag -20, OXTR potentiate -2, M1 ag parental 0.5, V1R ag counter 0.5, CHO-K1 Ca PAM 19 and TAAR1 antagonist 1.
Cc1ccc(CNc2ccc3c(c2)nc(C)n3C)cc1 was read as OXTR ag 0.9, GPR7 antag 2, CHO parental Ca -11, CHO-K1 Ca antag 11, OXTR potentiate -5, M1 ag parental 0.5, V1R ag counter 1.5, CHO-K1 Ca PAM 0 and TAAR1 antagonist -12.

Screens (PubChem BioAssay)
